Assay outcomes from PubChem.
CAL PDZ FP-1: CAL PDZ (human) peptide binding inhibition; Q9HD26; purified CAL PDZ, TMR-peptide fluorescence polarization, 1 h; inhibition, % at 24.9 µM; 300,000 tested, 0.92% active; AID 602252;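 active means mean inhibition of at least 30% with at least half of replicates also reaching 30%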;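 further: 0% = DMSO neutral control and 100% = excess unlabeled competitor peptide PRC23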
SR-BI DiI-HDL act: enhances SR-BI lipid uptake from DiI-HDL; CHO ldlA[mSR-BI] cells, DiI-HDL uptake fluorescence, 3 h; 100 = double the neutral-control signal; activation, % at 12.5 µM; 320,000 tested, 0.096% active;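 active means mean replicate activation of at least 60% and every replicate at or above 60%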;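 further: 0% = median plate neutral-control signal and 100% = twice that signal; values of inactives mirror those of a sister screen read the other way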
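Material: SR-BI-overexpressing, LDLR-lacking CHO cells | Dosing: Single compound concentration, delivered by pin transfer | Probe or stimulus: Labelled HDL, 10 µg/mL | Signal: Bottom-read cell fluorescence after medium removal, ex 550/em 595 nm | Schedule: 3 h, 37 °C | Evaluation: HDL uptake via cellular fluorescence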
NSD2 inh: NSD2 (human) methyltransferase inhibition; inhibition, % at 12.5 µM; 310,000 tested, 0.54% active; AID 743445; O96028; NSD2 peptide methylation, AlphaScreen, 120 min; in the data active means inhibition above about 50%
PvdQ acylase: P. aeruginosa PvdQ acylase inhibition. inhibition, % at 10 µM. 340,000 tested, 0.063% active. purified PvdQ acylase, fluorescence plate reader. AID 488965; in the data active means inhibition above about 30%, passing the limit was not always enough;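 further: 0% = vehicle neutral wells and 100% = reference inhibitor wells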
dFosB act: activators of mouse delta FosB homodimer; P13346; purified delta FosB, TAMRA-CDK5 oligo fluorescence polarization; percent of positive-control signal above neutral wells; activation, % at 25 µM; 340,000 tested, 0.99% active; AID 493131;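 active means mean activation above about 17%, with every replicate also reaching it, limit read from the data, passing the limit was not always enough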;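 further: fluorescence polarization rise as delta FosB binds a TAMRA Cdk5 AP-1 oligo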
MITF TRPM1 HTS: increases MITF-driven TRPM1 promoter luciferase signal; AID 588334; 300,000 tested, 0.75% active; SK-MEL-5 TRPM1-promoter luciferase, 24 h; % of positive control, neutral wells = 0; activation, % at 12.5 µM;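 active means mean activation of at least 80% with every replicate also reaching 80%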;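 further: 0% = neutral control wells and 100% = parthenolide positive control wells; values of inactives mirror those of a sister screen read the other way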
CAL PDZ FP-2: blocks peptide binding to human CAL PDZ domain; inhibition, % at 20 µM; AID 504414; purified CAL PDZ, TMR-peptide fluorescence polarization, 1 h; 330,000 tested, 0.02% active;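 active means highest replicate inhibition of at least 40%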;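 further: plate controls were DMSO neutral control wells for no effect and unlabeled competitor peptide control wells for full effect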
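Control set: unlabelled peptide and DMSO controls / Material: purified CerCALP PDZ construct / Timing: 1 h incubation at room temperature before polarization reading / Doses: 20 µM, one dose / Detection: fluorescence polarization (mP)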
PfHsp90 set2: inhibits growth of yeast expressing Plasmodium falciparum Hsp90. S. cerevisiae expressing PfHsp90, BacTiter-Glo ATP, 48 h; yeast lacking PDR1 and PDR3 efflux regulators. inhibition, % at 9.4 µM. 310,000 tested, 0.32% active;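 active means every replicate shows inhibition above about 80%, whatever the replicate mean, limit read from the data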;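 further: 0% = DMSO neutral controls and 100% = 20 µM radicicol positive controls; yeast relying on Plasmodium falciparum Hsp90 in place of its own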
Rtt109 HAT inh: inhibitors of Candida albicans Rtt109/Vps75 histone acetyltransferase. Q5AAJ8. purified Rtt109/Vps75, ThioGlo CoA-SH fluorescence, 4 h. inhibition, % at 34.9 µM. 330,000 tested, 0.16% active;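 active means inhibition of at least 50% in every replicate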
Target sequence (Q5AAJ8 whole entry, looked up): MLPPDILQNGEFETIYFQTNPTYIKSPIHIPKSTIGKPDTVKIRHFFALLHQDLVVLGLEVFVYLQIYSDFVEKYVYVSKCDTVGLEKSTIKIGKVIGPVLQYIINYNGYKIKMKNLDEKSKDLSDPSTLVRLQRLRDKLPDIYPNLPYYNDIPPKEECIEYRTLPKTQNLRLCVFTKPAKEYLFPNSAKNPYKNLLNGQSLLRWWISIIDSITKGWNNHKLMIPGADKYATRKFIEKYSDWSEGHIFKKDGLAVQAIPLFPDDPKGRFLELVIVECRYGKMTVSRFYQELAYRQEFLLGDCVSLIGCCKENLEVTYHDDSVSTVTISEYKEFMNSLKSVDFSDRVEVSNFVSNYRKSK
SR-BI DiI inh: inhibitors of mouse SR-BI mediated HDL lipid uptake. Q61009. ldlA[mSR-BI] CHO cells, DiI-HDL uptake fluorescence, 3 h. inhibition, % at 12.5 µM. 320,000 tested, 0.96% active. AID 488896;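 active means mean replicate inhibition of at least 70% and a set share of replicates each scoring 70 or more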;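 further: 0% = median of neutral control wells and 100% = median of positive control wells; values of inactives mirror those of a sister screen read the other way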
Target sequence (Q61009 whole entry, looked up): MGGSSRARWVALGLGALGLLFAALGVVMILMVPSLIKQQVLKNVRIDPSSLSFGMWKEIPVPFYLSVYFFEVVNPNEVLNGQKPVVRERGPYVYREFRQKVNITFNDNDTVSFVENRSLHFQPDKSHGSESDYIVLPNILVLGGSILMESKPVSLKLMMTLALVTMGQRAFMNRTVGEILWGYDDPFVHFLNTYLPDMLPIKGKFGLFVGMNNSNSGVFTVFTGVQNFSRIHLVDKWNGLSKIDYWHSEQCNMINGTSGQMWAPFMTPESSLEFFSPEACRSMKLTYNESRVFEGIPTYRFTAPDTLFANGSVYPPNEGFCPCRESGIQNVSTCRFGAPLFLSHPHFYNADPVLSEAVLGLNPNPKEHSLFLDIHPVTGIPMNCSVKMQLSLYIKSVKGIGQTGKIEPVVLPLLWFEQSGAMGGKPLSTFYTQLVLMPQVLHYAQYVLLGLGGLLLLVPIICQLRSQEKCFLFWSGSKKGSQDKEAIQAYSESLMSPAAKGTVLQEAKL
* marks the source's active call; other numbers are inactive results; x = not tested or not shown; & = joins results of further samples.

SMILES | CAL PDZ FP-1 | SR-BI DiI-HDL act | NSD2 inh | PvdQ acylase | dFosB act | MITF TRPM1 HTS | CAL PDZ FP-2 | PfHsp90 set2 | Rtt109 HAT inh | SR-BI DiI inh
C/C(Sc1nnc(Cc2ccccc2)o1)=C(/O)c1ccccc1 | -1 | 45 | 24 | -6 | -2 | 2 | -0.2 | -13 | -1 | -45
COc1cc(OC)cc(C(=O)NCc2cc(C)nc3ccccc23)c1 | 1 | -12 | 1 | -2 | -17 | -24 | -0.5 | -11 | 0 | 12
CC(C)(C)C1=C(C#N)C(c2cc3c(cc2Br)OCO3)C(C#N)=C(N)O1 (configuration not stated) | -3 | 9 | x | 10 | -5 | -6 | -0.8 | -14 | 1 | -9
O=C(O)CONC(=O)c1cc(OCC(F)(F)F)ccc1OCC(F)(F)F | -2 | -2 | -1 | -2 | 4 | x | x | x | 0 | 2
C=CCC[C@@H](Cc1ccc(F)cc1)C(=O)OC[C@H](Cc1c[nH]c2ccccc12)NC(=O)[C@H](CC=C)CC(=O)N(CCO)Cc1ccccc1 | -5 | -4 | x | 2 | -17 | -16 | -0.4 | 0 | -6 | 4
CN(C)S(=O)(=O)c1ccc(C(=O)/C=C/c2cccnc2)cc1 | -6 | 11 | 5 | -2 | -5 | 3 | -2.2 | 15 | -5 | -11
CCc1ccc(-c2ccc(C(=O)C(F)(F)F)[nH]2)cc1 | -7 | 14 | 0 | -10 | 1 | x | x | x | -1 | -14
O=C(CN1C(=O)C2C3C=CC(C3)C2C1=O)NCCc1ccccc1 (configuration not stated) | -3 | -4 | -1 | -11 | -4 | 18 | x | -45 | 5 | 4
O=C1CC2(CCCCCC2)Oc2ccccc21 | 0 | 8 | x | 3 | 3 | -17 | -0.8 | x | 2 | -8
COc1ccc(NC(=O)c2ccc3ccccc3c2)cc1 | 3 | -33 | -5 | -6 | -2 | x | -1.9 | -28 | 6 | 33
O=C(C1CCCN1C(=O)c1cccs1)N1CCc2ccccc21 (configuration not stated) | -2 | -7 | 0 | -12 | -1 | -11 | -2.9 | 10 | -3 | 7
CCN(C(=S)Nc1ccc(C(C)=O)cc1)C1CCCCC1 | -4 | 15 | 53* | -4 | -3 | 4 | 2.6 | -17 | 1 | -15
COc1ccc(NS(=O)(=O)c2ccc(Br)cc2)cn1 | -1 | 16 | 0 | 0 | 1 | 2 | -3.3 | -75 | -7 | -16
COc1cccc(NC(=O)COC(=O)c2ccccc2C(=O)N(C)c2ccccc2)c1 | 9 | -13 | -3 | -5 | -11 | -2 | -2.1 | x | -2 | 13
O=C(/C=C/c1ccc(Cl)cc1)Nc1ccc(Br)cn1 | 2 | 13 | -2 | 6 | 3 | 30 | -0.5 | 9 | -3 | -13
O=C(O)c1cnn(-c2ccccc2)c1-n1cccc1 | -6 | -3 | x | -16 | 1 | x | -0.5 | 4 | 4 | 3
CCOc1ccc(C2CC(c3cccc(Cl)c3)n3nc(N)nc3N2)cc1 (configuration not stated) | x | -32 | x | -8 | -9 | x | 0.0 | x | -12 | 32
Cc1ccc2c(c1)N(C(=O)CCC(=O)N1CCN(c3ccccc3)CC1)CCO2 | x | -13 | x | -15 | -8 | -3 | 0.5 | 5 | 6 | 13
CCOC(=O)c1cc2sccc2n1CC(=O)N1CCCc2ccccc21 | 24 | -16 | -3 | -13 | -10 | -1 | -1.7 | -9 | 12 | 16
O=C1N/C(=N\N=C\c2cccs2)SC1Cc1ccc(Cl)cc1Cl (configuration not stated) | 4 | -1 | 1 | -7 | -8 | -4 | -0.9 | 16 | 6 | 1
c1ccc2ncccc2c1 | -5 | 11 | x | 11 | -3 | 7 | -0.1 | 7 | 7 | -11
O=C(CCCCCCCCC(=O)N1CCCCC1)N1CCCCC1 | -2 | 16 | -2 | -4 | 2 | -4 | -0.1 | 10 | -10 | -16
O=C(Nc1ccccc1)C1CCN(c2nccs2)CC1 | 9 | 2 | -1 | -14 | 0 | 1 | -3.0 | 16 | -3 | -2
O=C1CN(C(=O)COC(=O)CCS(=O)(=O)c2ccccc2Cl)c2ccccc2N1 | x | 7 | 1 | -2 | -14 | -9 | -3.1 | -17 | -10 | -7
CCCn1c(C(O)c2ccc(OCC)cc2)nc2ccccc21 (configuration not stated) | x | -14 | x | -4 | 0 | -2 | 0.2 | -18 | -6 | 14
CCc1cccc(NC(=O)C2CCCN2S(=O)(=O)c2ccc3c(c2)CC(C)N3C(C)=O)c1 (configuration not stated) | -1 | -11 | x | -4 | -6 | 4 | -1.2 | -35 | -21 | 11
COc1ccc(/C=C/C(=O)C2(O)CCCCC2)cc1 | 0 | 1 | 1 | 23 | -5 | 5 | 0.5 | 16 | 3 | -1
COc1ccc(N(CC2CO2)S(=O)(=O)c2ccc(C)cc2)cc1 (configuration not stated) | x | 3 | 0 | -21 | -4 | -1 | -0.3 | -36 | -3 | -3
CSCCC(NS(=O)(=O)c1ccc(Cl)cc1)C(=O)OCC(=O)NC1CC1 (configuration not stated) | -2 | 10 | 1 | -14 | -1 | -8 | -2.8 | 1 | 4 | -10
CC(=O)NC(=O)NC1OC(=O)C(Cl)=C1Cl (configuration not stated) | 3 | 5 | 1 | -23 | -1 | -11 | 0.5 | -28 | -7 | -5

Brought forward from above: four compounds, followed by the next part.
SMILES | CAL PDZ FP-1 | SR-BI DiI-HDL act | NSD2 inh | PvdQ acylase | dFosB act | MITF TRPM1 HTS | CAL PDZ FP-2 | PfHsp90 set2 | Rtt109 HAT inh | SR-BI DiI inh
COc1ccc(/C=C/C(=O)C2(O)CCCCC2)cc1 | 0 | 1 | 1 | 23 | -5 | 5 | 0.5 | 16 | 3 | -1
COc1ccc(N(CC2CO2)S(=O)(=O)c2ccc(C)cc2)cc1 (configuration not stated) | x | 3 | 0 | -21 | -4 | -1 | -0.3 | -36 | -3 | -3
CSCCC(NS(=O)(=O)c1ccc(Cl)cc1)C(=O)OCC(=O)NC1CC1 (configuration not stated) | -2 | 10 | 1 | -14 | -1 | -8 | -2.8 | 1 | 4 | -10
CC(=O)NC(=O)NC1OC(=O)C(Cl)=C1Cl (configuration not stated) | 3 | 5 | 1 | -23 | -1 | -11 | 0.5 | -28 | -7 | -5
CCOc1cc(N2CCOCC2)c(OCC)cc1NC(=O)Cc1cccc2ccccc12 | 1 | -22 | -1 | -16 | -10 | -5 | 0.2 | -22 | 2 | 22
Cc1cc(C)c(NC(=O)Cn2c([N+](=O)[O-])cnc2C)c(C)c1 | -7 | 11 | -1 | -3 | 0 | 14 | -1.5 | 6 | -4 | -11
Cc1ccc(C(=O)Nc2ccccc2C(=O)N2CCCCCC2)cc1 | -2 | -11 | 0 | -10 | -8 | x | -4.3 | 21 | 5 | 11
Cc1ccc(C(=O)/C=C/c2cn(CN3CCN(C)CC3)c3ccccc23)cc1 | x | -22 | 0 | -6 | -19 | 80 | -2.2 | -11 | -13 | 22
c1ccc(CN2CCC(Nc3nc(-c4cccnc4)nc4ccccc34)CC2)cc1 | -3 | -21 | 2 | 11 | -44 | 6 | -9.8 | -2 | 19 | 21
CCCCCCCN(C(=O)CCl)c1cccc(C)c1 | -2 | 12 | 0 | -1 | -2 | -39 | -2.3 | -29 | -8 | -12
OC1(c2cccc(C(F)(F)F)c2)CCN(Cc2nnnn2CCc2ccccc2)CC1 | x | -11 | -1 | 1 | -14 | -1 | -0.4 | 12 | 2 | 11
COc1cccc(C(=O)N2CCC(n3nccc3NC(=O)C(OC)c3ccccc3)CC2)c1 (configuration not stated) | -4 | 18 | -6 | -11 | -6 | -8 | -2.3 | -15 | -4 | -18
CCOc1cc(N2CCOCC2)c(OCC)cc1NC(C)C(=O)N1CCN(CC)CC1 (configuration not stated) | 0 | 7 | 90* | 5 | -2 | 1 | 0.1 | 12 | -1 | -7
COC(=O)Cn1c(C)c(C(C)=O)c(C(C)=O)c1C | 0 | 17 | -3 | 5 | 3 | 0 | 0.7 | 2 | 6 | -17
Cc1ccc2c(Cl)cc(Cl)c(OCC(=O)Nc3cccc(S(N)(=O)=O)c3)c2n1 | 0 | -1 | 11 | -3 | -4 | 4 | -1.3 | -2 | -1 | 1
CS(=O)(=O)N(CC(=O)N1CCCC1)c1ccc(Cl)cc1Cl | -11 | -6 | -1 | 16 | 3 | 3 | 1.9 | 0 | -4 | 6
CC(Sc1ccc2ccccc2n1)C(=O)O (configuration not stated) | -3 | 23 | -1&-33 | 17 | -3 | -5 | -1.2 | 10 | 12 | -23
O=C(N/N=C/c1ccccc1C(F)(F)F)c1ccc2nc[nH]c2c1 | -7 | -11 | 4 | 7 | -21 | 44 | -5.0 | 10 | 16 | 11
COCCN(C(=S)Nc1ccc(C)cc1C)C(C)c1ccco1 (configuration not stated) | -6 | x | -5 | -14 | 0 | 5 | 7.6 | -17 | -22 | x
Cc1cc(C)c(N2C(=NC(=O)CCCC(=O)O)SC3CS(=O)(=O)CC32)c(C)c1 (configuration not stated) | 41* | 24 | -3 | -12 | 6 | 3 | -0.3 | 5 | 5 | -24
CCc1nc2ccccc2n1CCc1ccccc1 | 4 | -21 | -1 | 6 | -4 | -3 | -1.6 | -12 | 3 | 21
c1ccc(CCC2Cc3ccccc3N2)cc1 (configuration not stated) | -1 | 21 | x | -4 | 3 | 21 | -1.7 | -2 | -7 | -21
CCOc1ccccc1OCC(=O)OCc1csc(CC(=O)Nc2ccccc2C)n1 | 14 | -32 | -2 | -2 | -12 | 2 | 0.8 | -11 | 1 | 32
COc1ccc(NC(C#N)c2ccccc2OCc2ccccc2)cc1 (configuration not stated) | 1 | -26 | 2 | 16 | -2 | 10 | -0.3 | 18 | -2 | 26
COc1cccc(N2CC(C)Cn3c2nc2c3c(=O)n(CCN3CCOCC3)c(=O)n2C)c1 (configuration not stated) | 0 | 8 | 2 | 27 | -1 | -3 | -9.4 | x | -6 | -8
Cc1ccc(Cn2c(SCC(=O)Nc3cc(C)on3)nc3ccccc3c2=O)cc1 | -4 | 1 | -1 | -14 | 65* | -8 | -1.7 | -9 | -8 | -1
O=C(NCc1ccc2c(c1)OCO2)c1ccc(Br)cc1 | 4 | -6 | -1 | -2 | 3 | x | -0.7 | 89* | -1 | 6
CCCN(C(=O)c1cnccn1)c1c(N)n(Cc2ccccc2)c(=O)[nH]c1=O | -4 | -2 | 1 | -13 | -11 | 6 | -0.9 | 7 | -3 | 2
CCn1c(C)nc2cc(C(=O)N/N=C/c3ccc(O)cc3)ccc21 | -4 | -13 | -1 | -3 | -7 | 10 | -2.6 | 21 | -9 | 13
O=C(NCc1cccnc1)C(=O)NCC1OCCN1S(=O)(=O)c1ccc(F)cc1 (configuration not stated) | -6 | 13 | x | -17 | -3 | 5 | 0.1 | 1 | -4 | -13
